Bioassay records (PubChem BioAssay)
TNF death inh: TNF-alpha cell death inhibition in Jurkat FADD-/- cells | Jurkat FADD-/- TNF necroptosis rescue, ATP luminescence, 24 h; 0 = TNF only, 100 = no-TNF cells | activation (protection from cell death), % at 10 µM | actives 0.068% (n = 220,000) | AID 463075;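 active = activation, meaning protection from cell death, of at least 50% relative to plate controls; inactive = activation below 50%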;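 note: necroptosis triggered by 40 ng/mL TNF-alpha added together with compound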
PERK inh: human PERK inhibition, primary cell-based screen. Q9NZJ5. CHO PERK-DD fusion, SEAP luminescence translation reporter. inhibition, % at 5.6 µM. actives 0.17% (n = 220,000);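 active = inhibition above the mean inhibition of all tested compounds plus 3 SD, set separately per screening campaign, cut at about 2.9% in these data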;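 note: PERK kinase domain activated by AP20187 dimerizer at 100 nM; 0% = DMSO with dimerizer and 100% = rapamycin at 8.4 µM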
Target sequence (Q9NZJ5 whole entry, looked up, the tested form may be a part): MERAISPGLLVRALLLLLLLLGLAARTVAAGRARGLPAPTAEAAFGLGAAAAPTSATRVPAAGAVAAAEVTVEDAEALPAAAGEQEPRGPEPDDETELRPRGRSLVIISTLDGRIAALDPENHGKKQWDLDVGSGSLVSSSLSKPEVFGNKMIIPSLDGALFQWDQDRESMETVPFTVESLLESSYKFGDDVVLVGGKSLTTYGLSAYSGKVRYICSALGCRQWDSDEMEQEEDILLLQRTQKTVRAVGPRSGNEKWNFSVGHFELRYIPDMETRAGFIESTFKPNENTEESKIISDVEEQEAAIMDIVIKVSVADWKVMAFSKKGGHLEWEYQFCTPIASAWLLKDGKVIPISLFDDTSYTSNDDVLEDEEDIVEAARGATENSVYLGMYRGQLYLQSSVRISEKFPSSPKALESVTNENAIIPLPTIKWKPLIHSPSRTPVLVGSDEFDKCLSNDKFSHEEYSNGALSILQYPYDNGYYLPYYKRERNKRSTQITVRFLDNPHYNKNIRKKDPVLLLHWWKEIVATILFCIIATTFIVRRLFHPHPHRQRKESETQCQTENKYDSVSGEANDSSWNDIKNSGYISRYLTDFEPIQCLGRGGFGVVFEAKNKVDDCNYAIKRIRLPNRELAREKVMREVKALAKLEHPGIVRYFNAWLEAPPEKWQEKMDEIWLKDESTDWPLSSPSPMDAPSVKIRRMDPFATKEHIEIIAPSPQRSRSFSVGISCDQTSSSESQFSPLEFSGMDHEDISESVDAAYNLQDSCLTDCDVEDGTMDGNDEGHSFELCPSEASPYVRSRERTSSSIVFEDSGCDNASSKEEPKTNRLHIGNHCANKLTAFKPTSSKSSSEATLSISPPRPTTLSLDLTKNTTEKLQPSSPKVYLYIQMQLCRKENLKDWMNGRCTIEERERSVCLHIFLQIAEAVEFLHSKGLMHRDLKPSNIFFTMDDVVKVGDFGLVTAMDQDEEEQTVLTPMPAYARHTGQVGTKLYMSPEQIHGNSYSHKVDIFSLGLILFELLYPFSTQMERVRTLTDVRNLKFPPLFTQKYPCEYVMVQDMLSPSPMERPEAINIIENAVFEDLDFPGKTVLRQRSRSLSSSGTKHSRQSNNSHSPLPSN
KCC2 mod: KCC2 (human) Cl- transport modulation. KCC2 cells, thallium flux FluoZin-2 fluorescence. Q9H2X9. actives 2.2% (n = 190,000). B-score of Tl+ flux slope (higher = more flux/activation; lower = inhibition) at 10 µM;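 active = thallium flux slope and its plate-corrected score both differing from the plate sample mean at a set confidence after two filtering rounds, in either direction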;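 note: slope of fluorescence scaled to starting intensity during 10 to 20 s after thallium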
EBV gp42 inh: blocks Epstein-Barr virus glycoprotein 42 binding. Q1HVG2. inhibition, % (tested at 21.74 µM). Fluorescence polarization binding assay, mP read-out. actives 0.42% (n = 220,000); in the data active = inhibition above about 50%
Rad51 HR inh: Rad51 (human) homologous recombination inhibition | inhibition, % at 10 µM | AID 1385 | actives 0.085% (n = 200,000) | Q06609 | hRad51 DNA strand exchange, fluorescence dequenching;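 active = inhibition above 40% at the single screening dose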;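 note: 0% = DMSO control wells and 100% = blanks with heterologous ssDNA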
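material = hRad51 filaments on single-stranded DNA | timing = filaments 15 min 37 °C, then compound 30 min | signal = FRET fluorescence dequenching, excitation 485 nm, emission 520 nm | benchmarks = control wells and blank wells on each plate | evaluation = percent inhibition relative to plate controls and blanks | compound = 10 µM final, single point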
m-calpain inh: blocks pig calpain II enzyme activity. purified calpain II, fluorogenic peptide substrate, 30 min. inhibition, % at 16 µM. actives 0.37% (n = 220,000);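 active = inhibition above about 50%, limit read from the data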
L929 necroptosis: blocks zVAD induced death of L929 cells | L929 zVAD necroptosis rescue, ATP luminescence, 24 h; with zVAD 60 µM | viability rescue, % at 10 µM | actives 0.38% (n = 220,000);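 active = activation, scaled between plate controls, above about 75%, limit read from the data; inactive = activation under that limit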;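 note: 0% = zVAD with DMSO and 100% = DMSO alone without zVAD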
Mdm2 ligase inh: blocks human Mdm2 ubiquitin ligase activity | Q00987 | cell-based MDM2 ubiquitination luciferase reporter, 2 h; 0 = plate control, 100 = twice control, blank-subtracted | signal enhancement, % at 5 µM | actives 0.11% (n = 210,000) | AID 1230;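 active = signal enhancement of 30% or more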;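 note: luminescence tracks abundance of the self-degrading MDM2-luciferase fusion protein; higher signal means inhibition of MDM2 E3 ligase activity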
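Test system: mammalian cells stably expressing self-ubiquitinating, self-degrading MDM2 E3–luciferase fusion; Amount: 2000 cells in each well; Medium: DMEM; Schedule: 4 h settle plus 2 h compound, 37 °C; Technique: SteadyLite luciferase luminescence after 15 min room-temperature reagent incubation; Benchmarks: plate control and blank wells.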
eIF4E 4G PPI: inhibitors of eIF4E and eIF4G interaction in translation initiation | inhibition, % at 21.7 µM | P63073+Q04637 | TR-FRET eIF4E-eIF4GI(517-606) binding, 2 h | actives 0.37% (n = 220,000) | AID 782;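 active = inhibition above about 30%, limit read from the data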;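 note: 0% = full FRET control wells and 100% = background wells lacking eIF4GI fragment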
* hit, by the source's call; / = no result given; [ ] = remark or other dose.

molecule,TNF death inh,PERK inh,KCC2 mod,EBV gp42 inh,Rad51 HR inh,m-calpain inh,L929 necroptosis,Mdm2 ligase inh,eIF4E 4G PPI
N/C(=N\OC(=O)c1ccc(Br)cc1)c1ccccc1,-4.8,1.8,-0.078,12,-8,15,0.1,-8,-6
Cc1ccc2c(ccn3cc4c(c(=O)n(C)c(=O)n4C)c23)c1,-1.1,-0.1,0.25,-13,7,-292,1.4,-14,-1
Cc1cc(=O)[nH]c(SCc2nc3ccc([N+](=O)[O-])cc3[nH]2)n1,1.8,1.6,1.8,-1,6,-15,1.1,16,5
O=C(COC(=O)[C@H](Cc1ccccc1)NC(=O)c1ccco1)NC(c1ccccc1)c1ccccc1,-0.3,-0.7,-1.9,0,-4,30,-0.6,-12,-3[fluorescence artefact?]
CN(c1ccccc1)S(=O)(=O)c1cccc(NC(=O)CSc2ncn[nH]2)c1,0.5,1.2,1.1,-23,3,4,-0.7,-3,-1[fluorescence artefact?]
CC(C)C(=O)Nc1cccc(NC(=O)c2cccc(F)c2)c1,3.6,0.5,0.72,-8,3,3,35,-8,0
NC(=O)Cn1cnc2nc3n(c2c1=O)CCC3,-0.4,0.7,-0.018,-7,20,-24,1.6,0,-4
COC(=O)Sc1nnc(-c2ccc(Br)cc2)o1,0.5,0.2,/,18,0,-41,1.1,0,70*
Brc1cccc(/C=N\n2cnnc2)c1,-3.2,1.3,0.25,-15,-4,-1,0.1,-10,-7
CCOC(=O)C1(CC2CCCCO2)CCN(Cc2cc3ccccc3[nH]2)CC1 (configuration not stated),-0.3,0.1,0.25,-14,-1,-17,40,-5,4
CCOc1ccc(CNC(=O)c2ccco2)cc1,0.2,0.8,-0.28,3,7,2,2.5,-2,-6
Cc1ccc(N2CCN(/N=C/c3ccncc3)CC2)cc1,-0.9,0.3,-0.072,-1,1,-15,0.7,9,0
O=C(c1ccc2c(c1)OCO2)N1CCCN(C(=O)c2ccc3c(c2)OCO3)CC1,-1.9,-0.5,-2.3,-13,-6,-30,-0.3,-9,-11
COc1ccccc1NC(=O)CSc1nnc(-c2ccncc2)n1CC1CCCO1 (configuration not stated),-1.1,-0.1,-1,-17,-4,-42,-0.2,13,-1
O=C(COC(=O)c1ccc(Cl)c(S(=O)(=O)N2CCCC2)c1)NCc1cccs1,0.7,0.5,-2.4,-6,-9,32,1.0,-2,6
S=c1[nH]nc(C2(c3ccccc3)CCCC2)o1,1.6,2.3,-3.1*,-4,18,-19,0.1,/,-7
CCOC(=O)c1c(C)c(C(=O)NCCCOC(C)C)c(C)n1C,1.2,-0.2,0.012,-13,6,3,-2.4,-4,-1
CCOC(=O)N/N=C/c1ccc(F)cc1F,1.2,0.7,0.13,-11,-2,-18,3.1,-6,1
CC(NC(=O)CC(c1ccccc1)c1cc(Cl)ccc1O)c1ccccc1 (configuration not stated),0.6,0.3,-2.3,-10,1,19,0.4,-5,3[fluorescence artefact?]
CC(C)CC(NC(=O)C1CCC(C)CC1)C(=O)NCc1ccccn1 (configuration not stated),0.0,-0.6,1.1,-8,-12,-22,-1.1,-24,-2
COc1ccc(Cl)cc1Nc1nc(NCCO)nc(N2CCCC2)n1,0.5,-0.1,0.98,-3,/,-115,0.1,-8,5[fluorescence artefact?]
O=C(Nc1cccc2ccccc12)OC1C=CS(=O)(=O)C1 (configuration not stated),3.4,0.5,-0.25,-19,-2,-3,0.1,-15,-3
COc1ccc(Oc2nc3ccccc3nc2C(F)(F)F)cc1,-2.3,0.4,-1.7,-15,-78,-6,-0.2,-17,-4
COc1cc(NC(=O)c2ccnn2C)c(OC)cc1Cl,-1.0,0.5,0.034,-7,-3,24,2.5,-1,0
COc1cc(/C=N/NC(=O)c2cc(-c3c(C)nn(-c4ccccc4)c3C)n[nH]2)ccc1O,-2.1,1.4,-1.4,1,/,-112,72,-25,0
CCCN(CCO)Cc1cccc(Oc2ccccc2)c1,0.0,-0.2,0.14,-3,0,8,-0.5,16,-2
CCCC(c1c(C)n(C)n(-c2ccccc2)c1=O)c1c(C)n(C)n(-c2ccccc2)c1=O,-1.7,0.6,/,-22,3,-13,-0.3,0,4[fluorescence artefact?]
Nc1cc(-c2ccc(Cl)cc2)nn1S(=O)(=O)c1ccc(Cl)cc1,2.2,0.2,/,-1,-2,-7,0.8,-12,4
COc1ccc(NC(=O)CSc2nc(N)c(-c3ccccc3)c(=O)[nH]2)cc1,0.8,0.3,-0.41,4,4,-5,0.1,-9,-1
Cc1cc(C)n2c(SCC(=O)N(C)C3CCS(=O)(=O)C3)nnc2n1 (configuration not stated),-2.4,1.0,0.28,-12,-3,14,-0.4,0,1

Nothing new here: an excerpt of the list.
molecule,TNF death inh,PERK inh,KCC2 mod,EBV gp42 inh,Rad51 HR inh,m-calpain inh,L929 necroptosis,Mdm2 ligase inh,eIF4E 4G PPI
N/C(=N\OC(=O)c1ccc(Br)cc1)c1ccccc1,-4.8,1.8,-0.078,12,-8,15,0.1,-8,-6
Cc1ccc2c(ccn3cc4c(c(=O)n(C)c(=O)n4C)c23)c1,-1.1,-0.1,0.25,-13,7,-292,1.4,-14,-1
Cc1cc(=O)[nH]c(SCc2nc3ccc([N+](=O)[O-])cc3[nH]2)n1,1.8,1.6,1.8,-1,6,-15,1.1,16,5
O=C(COC(=O)[C@H](Cc1ccccc1)NC(=O)c1ccco1)NC(c1ccccc1)c1ccccc1,-0.3,-0.7,-1.9,0,-4,30,-0.6,-12,-3[fluorescence artefact?]
CN(c1ccccc1)S(=O)(=O)c1cccc(NC(=O)CSc2ncn[nH]2)c1,0.5,1.2,1.1,-23,3,4,-0.7,-3,-1[fluorescence artefact?]
CC(C)C(=O)Nc1cccc(NC(=O)c2cccc(F)c2)c1,3.6,0.5,0.72,-8,3,3,35,-8,0

Next section
molecule,TNF death inh,PERK inh,KCC2 mod,EBV gp42 inh,Rad51 HR inh,m-calpain inh,L929 necroptosis,Mdm2 ligase inh,eIF4E 4G PPI
N#C/C(=C\c1ccc(OCc2ccc(C(=O)O)cc2)cc1)C(=O)N1CCOCC1,1.1,1.0,-0.041,-3,3,-13,0.4,-68,8
COc1ccccc1NC(=S)N(c1ccccc1)C(C)C,1.9,0.9,-0.56,-3,-6,-7,-0.5,-12,-1
Nc1c(C(=O)c2cccs2)oc2ccccc12,0.4,-0.4,/,-7,0,16,7.8,-10,-1[fluorescence artefact?]
CCN(CC)CCCN=C(N)N,-1.4,0.7,0.29,-22,-1,-9,-0.5,3,0
COC(=O)C1=C(C)NC(=O)NC1C1CC=CCC1 (configuration not stated),0.5,1.4,0.73,-7,7,-41,0.3,-1,3
CCN(CC)CCNS(=O)(=O)c1ccc(/C=C/C(=O)O)cc1,0.7,0.5,0.029,-5,4,-21,1.1,-2,2
COCCn1c(-c2ccc(Br)cc2)nc2oc3cc(OC)ccc3c(=O)c2c1=O,-0.2,-0.6,-1.8,-9,-4,-1,1.8,-10,12
O=C1CC(N2CCN(CCc3ccccn3)CC2)C(=O)N1c1ccc(Cl)cc1 (configuration not stated),-2.7,0.6,1.3,3,-2,-14,0.8,-2,9[fluorescence artefact?]
COC(=O)c1c(O)ccc(Oc2ccccc2)c1C(=O)OC,/,/,/,-15,-11,-33,/,-17,7
COc1ccc(S(=O)(=O)Nc2nc3ccccc3s2)cc1OC,0.5,-0.2,-0.14,-4,-1,-2,-0.4,-4,-8[fluorescence artefact?]
Cc1ccc(N(CC(=O)NC2CCCC2)C(=O)CCCC(=O)Nc2ccccn2)cc1C,2.1,-0.9,/,24,-9,39,1.4,-14,-20
Cc1cccc(C)c1NC(=O)c1cn(-c2ccccc2)nc1-c1ccccc1,1.1,1.7,/,-5,16,-7,0.4,-11,1
COC(=O)c1c(NC(=O)c2ccc(Br)s2)sc2c1CCC2,1.3,1.5,0.53,-12,-8,-83,0.3,-5,2
CCCn1c(=N)n(CC(=O)c2cccs2)c2ccccc21,1.9,-0.5,1.1,-2,3,-3,-1.4,-7,-6
CCCn1c(/C=N/Nc2nc3ccccc3[nH]2)nc2ccccc21,-17,-1.4,-0.78,-19,4,-26,56,14,3
CCCCN1c2ccccc2N(CCCO)c2cc(C)nnc21,-3.3,-0.5,-0.28,-25,6,6,0.2,-3,-9
O=C(c1ccccc1)N1CCN(C2C3CC4CC(C3)CC2C4)CC1 (configuration not stated),1.1,0.3,-0.44,-11,-8,-5,-0.4,-13,-3
COc1cccc(C(=O)Nc2nc3c(c(=O)[nH]2)CCCC3)c1,0.3,-0.6,-0.02,-9,10,6,-0.6,-9,-1
COc1cccc(C(=O)NNC2=C(C(=O)C(F)(F)F)CCC2)c1,2.8,-0.2,0.7,0,-3,-28,2.3,-6,-1
CC1=C(C(=O)OCc2ccccc2)C(c2ccco2)n2ncnc2N1 (configuration not stated),-0.2,0.1,-1.6,5,3,-4,1.6,-13,-3[fluorescence artefact?]
COc1ccc(OC)c(S(=O)(=O)N2CCCCC2C(=O)O)c1 (configuration not stated),-0.1,-0.8,-1,-12,2,13,-0.2,-15,-8
COc1cccc(CC2(CO)CCN(Cc3cnc(N4CCOCC4)s3)CC2)c1,0.3,0.1,-1.7,-5,1,-30,0.0,-5,-4
CNC(=S)N(Cc1ccc(OC)cc1)Cc1cc2ccc(C)cc2[nH]c1=O,0.5,1.2,0.43,1,-19,1,-0.8,-3,2
Cn1cc(Cl)c(-c2n[nH]c(=S)n2-c2ccccc2)n1,0.8,3.3*,/,-15,-8,-8,0.8,-17,2
CN(C)CC(=O)Nc1ccc(S(N)(=O)=O)cc1,-0.1,-0.5,0.46,-15,1,8,-0.4,-12,-4
O=C(Cc1ccc(Cl)cc1)Nc1nc2ccccc2[nH]1,3.3,-1.6,0.9,-1,10,13,0.0,-14,0
COc1cccc(C(=O)CSc2nnc(-c3cccs3)o2)c1,-2.1,0.8,/,-22,/,1,-0.5,-18,-3
O=C(CCCCCN1C(=O)c2ccccc2C1=O)Nc1ccccc1,0.9,0.4,-0.45,-9,-8,38,-0.3,-9,-7[fluorescence artefact?]
O=C(NNc1ccc(C2CCCCC2)cc1)C(O)(c1ccccc1)c1cccs1 (configuration not stated),-7.6,1.2,0.057,1,-5,-19,0.3,-4,3
S=C(Nc1ccccc1Oc1ccccc1)NC1CCCC1,-11,-0.6,-0.43,-8,4,23,0.2,-14,1
CC(C)CC(=O)N/N=C/c1c(N)n(C)c(=O)n(C)c1=O,1.6,-0.8,0.22,-20,-39,-7,0.4,-11,0
O=C1c2ccccc2C(=O)c2c(Nc3ccc(CCO)cc3)ccc(O)c21,-21,-1.7,-0.23,17,18,-1,0.0,-11,2

Not a hit list. Share with any hit: about 3.6%.
